# MsrA inhibitor: bovine MsrA enzyme inhibitors, primary screen, biochemical, absorbance, HTS | Methionine sulfoxide reductase A (Bos taurus) | purified bovine MsrA, absorbance read-out | inhibition, % at 15.5 µM | hit rate 0.75% among 360,000; in the data active means inhibition above about 4.5%;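 further: 0% = vehicle wells with enzyme and 100% = reference inhibitor wells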
# Neddylation inh: inhibitors of cullin neddylation, primary screen, biochemical, TR-FRET, uHTS, NAE and Ubc12; NEDD8-conjugating enzyme Ubc12 (Homo sapiens) + NEDD8-activating enzyme E1 regulatory …; calls only at 25 µM; hit rate 0.58% among 360,000; in the data active means inhibition above about 36%
# FAS TE block: FAS thioesterase domain inhibitors, primary screen, biochemical, fluorescence intensity, uHTS. Fatty acid synthase (Homo sapiens), P49327. recombinant FAS-TE, OMFH fluorogenic substrate, fluorescence endpoint. inhibition, % at 15 µM. hit rate 0.67% among 360,000. AID 602261, 2012;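 active means compounds whose normalised, plate-corrected inhibition of enzyme fluorescence in the single-dose primary screen is 50% or more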;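 further: 0% = DMSO with enzyme and 100% = substrate without enzyme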
# MT1-MMP act inh: blockers of MT1-MMP proenzyme processing, primary screen, HT1080 RFP-PRO-GFP cells, GFP/RFP fluorescence. Matrix metalloproteinase-14 (Homo sapiens), P50281. GFP/RFP ratio fluorescence, overnight; percent of plate control window, DMSO zero. GFP/RFP ratio change, % at 20 µM. hit rate 0.061% among 360,000;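 active means GFP/RFP ratio change of at least 30% with cell ATP level not reduced by more than half and red fluorescence within 50% of control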; further: strong numbers were not always called active
#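 system = RFP-PRO-GFP reporter HT1080 cells | dosing = 20 µM single dose, 1% DMSO | timing = overnight cell settling, then overnight compound exposure, 37 °C, 5% CO2 | read-out basis = GFP/RFP fluorescence ratio | controls = DMSO and RFP-L50D-GFP cell wells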
# MsrA act: bovine MsrA enzyme activators, primary screen, biochemical, absorbance, HTS | Methionine sulfoxide reductase A (Bos taurus) | purified bovine MsrA, absorbance read-out | activation, % at 10.6 µM | hit rate 0.3% among 360,000; in the data active means activation above about 7.5%;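 further: 0% = vehicle and 100% = reference activator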
# SKN-1 inh: suppressors of acrylamide-induced Pgst-4::GFP reporter in worms, primary screen, SKN-1 inhibitor project, whole organism, uHTS, GFP/RFP fluorescence ratio, strain VP596 | C. elegans VP596 Pgst-4::GFP/RFP ratio, 24 h | inhibition, % at 21.8 µM | hit rate 0.49% among 360,000 | AID 624304, 2012;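 active means interference check ratio from 0.5 to 1.5 plus GFP to RFP signal ratio inhibition reaching or exceeding a fixed threshold, cut at about 30% in these data, passing the limit was not always enough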; further: some compounds called inactive have numbers as strong as hits
# NRP1-CendR mod: modulators of CendR peptide binding to NRP-1, primary screen, biochemical, fluorescence polarization, uHTS | AID 602438, 2012 | FAM-RPARPAR peptide binding to NRP-1 | hit rate 0.85% among 360,000 | inhibition, % at 25 µM;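 active means inhibition or corrected inhibition above about 18%, plus a signal ratio from 0.5 to 1.5, limit read from the data, passing the limit was not always enough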; further: strong numbers were not always called active
# E coli Lon inh: inhibitors of E. coli Lon protease, primary screen, biochemical, fluorescence polarization | P0A9M0 | purified E. coli Lon protease | inhibition, % at 7.94 µM | hit rate 0.42% among 360,000; in the data active means inhibition above about 13%, passing the limit was not always enough;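 further: 0% = enzyme with probe and DMSO and 100% = no enzyme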
# Rin1-Abl PPI inh: inhibitors of Rin1-Abl protein binding, primary screen, biochemical, TR-FRET; hit rate 0.4% among 360,000; AID 588664, 2011; inhibition, % at 7.35 µM; Tyrosine-protein kinase ABL1 (Homo sapiens) + Ras and Rab interactor 1 (Homo sapiens), …; in the data active means inhibition above about 5%, passing the limit was not always enough
# Target sequence (P00519 whole entry, looked up): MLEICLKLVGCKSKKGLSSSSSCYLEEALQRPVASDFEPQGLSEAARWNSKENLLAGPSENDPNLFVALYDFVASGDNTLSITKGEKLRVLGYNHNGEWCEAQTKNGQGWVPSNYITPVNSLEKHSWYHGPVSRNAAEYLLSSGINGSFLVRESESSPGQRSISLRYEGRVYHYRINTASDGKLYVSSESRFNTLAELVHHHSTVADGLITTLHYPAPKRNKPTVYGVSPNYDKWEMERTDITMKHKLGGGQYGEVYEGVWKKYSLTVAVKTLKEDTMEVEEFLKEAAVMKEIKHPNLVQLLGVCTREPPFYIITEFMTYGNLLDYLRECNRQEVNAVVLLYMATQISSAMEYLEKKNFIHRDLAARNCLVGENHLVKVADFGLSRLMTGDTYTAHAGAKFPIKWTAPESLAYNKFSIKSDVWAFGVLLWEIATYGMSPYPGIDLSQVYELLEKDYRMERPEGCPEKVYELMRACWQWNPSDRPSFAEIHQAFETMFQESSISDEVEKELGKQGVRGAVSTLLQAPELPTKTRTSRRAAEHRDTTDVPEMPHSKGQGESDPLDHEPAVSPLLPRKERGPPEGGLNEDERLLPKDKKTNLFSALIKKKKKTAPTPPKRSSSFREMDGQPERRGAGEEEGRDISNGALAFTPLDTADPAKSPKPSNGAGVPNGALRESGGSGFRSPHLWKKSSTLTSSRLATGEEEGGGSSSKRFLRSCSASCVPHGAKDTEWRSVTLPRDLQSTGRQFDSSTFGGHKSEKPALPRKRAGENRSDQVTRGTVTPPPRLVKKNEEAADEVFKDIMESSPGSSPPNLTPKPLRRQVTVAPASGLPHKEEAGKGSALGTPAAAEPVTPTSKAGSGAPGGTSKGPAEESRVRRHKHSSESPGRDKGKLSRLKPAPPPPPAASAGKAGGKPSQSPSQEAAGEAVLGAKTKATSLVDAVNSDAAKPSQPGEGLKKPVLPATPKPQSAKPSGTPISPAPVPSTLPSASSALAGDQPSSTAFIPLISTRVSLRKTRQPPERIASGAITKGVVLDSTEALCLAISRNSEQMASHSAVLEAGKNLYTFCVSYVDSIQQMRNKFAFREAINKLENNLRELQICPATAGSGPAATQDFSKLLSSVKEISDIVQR
# Target sequence (Q13671 whole entry, looked up): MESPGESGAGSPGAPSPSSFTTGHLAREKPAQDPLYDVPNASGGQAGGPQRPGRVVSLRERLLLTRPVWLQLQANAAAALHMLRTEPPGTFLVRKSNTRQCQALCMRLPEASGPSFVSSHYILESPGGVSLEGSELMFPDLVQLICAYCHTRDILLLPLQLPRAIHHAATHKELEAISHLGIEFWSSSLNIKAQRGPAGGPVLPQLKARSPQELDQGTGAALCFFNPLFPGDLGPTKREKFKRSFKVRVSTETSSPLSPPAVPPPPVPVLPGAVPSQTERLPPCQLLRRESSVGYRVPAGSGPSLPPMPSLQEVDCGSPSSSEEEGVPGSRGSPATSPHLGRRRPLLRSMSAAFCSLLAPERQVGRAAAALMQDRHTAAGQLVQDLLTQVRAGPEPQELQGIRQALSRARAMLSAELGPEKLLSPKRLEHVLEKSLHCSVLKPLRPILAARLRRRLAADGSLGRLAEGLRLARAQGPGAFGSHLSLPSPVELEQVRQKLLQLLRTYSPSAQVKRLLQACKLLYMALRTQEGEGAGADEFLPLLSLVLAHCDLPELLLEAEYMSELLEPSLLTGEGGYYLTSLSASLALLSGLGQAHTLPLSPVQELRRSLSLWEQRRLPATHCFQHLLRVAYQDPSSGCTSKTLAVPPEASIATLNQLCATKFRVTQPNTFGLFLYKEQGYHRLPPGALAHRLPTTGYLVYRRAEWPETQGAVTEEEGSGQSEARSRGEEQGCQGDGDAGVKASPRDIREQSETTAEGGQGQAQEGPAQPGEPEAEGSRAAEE
# The depositor's hits bear a star; i = inactive; / = no result given; + = active, no number. Random draw from the library; 4.2% or so of the library scored in one or more.
SMILES,MsrA inhibitor,Neddylation inh,FAS TE block,MT1-MMP act inh,MsrA act,SKN-1 inh,NRP1-CendR mod,E coli Lon inh,Rin1-Abl PPI inh
C=CCOC(=O)c1[nH]c2c(c1C)C(=O)CC(c1cc(OC)c(OC)c(OC)c1)C2 (configuration not stated),/,i,12,3,-1,10,2,-4,-2
O=C(NCCCc1ccccc1)c1ccc(Br)o1,-0.5,i,-2,-4,2,5,13,1,-1
O=C(O)c1cc(-c2ccc(/C=C3\NC(=O)N(c4ccccc4)C3=O)o2)ccc1Cl,0.0,+,7,-2,-2,14,-46,0,-2
O=[N+]([O-])c1ccc(Cl)c(NC2=NCCCCC2)c1,-0.7,i,0,1,-3,3,-4,-6,3
O=C(CCN1CCOCC1)NNC(=O)c1ccc([N+](=O)[O-])cc1[N+](=O)[O-],-0.9,i,-2,3,2,13,5,-2,-1
CCN(CC)S(=O)(=O)c1ccc2oc(Nc3ccccc3)nc2c1,1.9,i,12,0,-2,14,-10,0,0
CC(C)(C)S(=O)N1Cc2cc(=O)n(Cc3ccccc3)cc2[C@H]1CCO (some centres not stated),1.3,i,-4,0,-2,1,-8,7,0
CC(c1nc2ccccc2c(=O)[nH]1)N1CCN(S(=O)(=O)c2ccc(F)c(Cl)c2)CC1 (configuration not stated),0.1,i,10,-3,6,-3,-1,-8,-7
Cc1cc(OCc2cc(C(=O)NCCN3CCCCC3CO)no2)cc(C)c1Cl (configuration not stated),-0.5,i,-2,0,-3,6,-16,-13,-3
O=c1c2cc(Cl)ccc2[nH]c(=S)n1Cc1cccs1,-1.5,i,4,1,-6,1,17,-18,-5
CCC(C)NC(=O)CNC(=O)c1nn(-c2ccc(OC)cc2)c(=O)c2ccccc12 (configuration not stated),1.2,/,-4,2,-2,7,12,-7,1
Cc1cc(C)c(C#N)c(Oc2ccccc2)n1,-1.3,i,11,-2,-4,-2,-3,-2,1

# Single records, from the list above. Order of values: MsrA inhibitor, Neddylation inh, FAS TE block, MT1-MMP act inh, MsrA act, SKN-1 inh, NRP1-CendR mod, E coli Lon inh, Rin1-Abl PPI inh
# O=C(NCCCc1ccccc1)c1ccc(Br)o1 is entered as -0.5, i, -2, -4, 2, 5, 13, 1, -1
# CCC(C)NC(=O)CNC(=O)c1nn(-c2ccc(OC)cc2)c(=O)c2ccccc12 (configuration not stated) is entered as 1.2, /, -4, 2, -2, 7, 12, -7, 1
# CC(C)(C)S(=O)N1Cc2cc(=O)n(Cc3ccccc3)cc2[C@H]1CCO (some centres not stated) is entered as 1.3, i, -4, 0, -2, 1, -8, 7, 0

# Next section
SMILES,MsrA inhibitor,Neddylation inh,FAS TE block,MT1-MMP act inh,MsrA act,SKN-1 inh,NRP1-CendR mod,E coli Lon inh,Rin1-Abl PPI inh
Cc1ccc2cc(CCNS(=O)(=O)c3ccc(Cl)cc3)c(=O)[nH]c2c1C,1.3,i,-1,-3,-6,-3,6,-6,-1
COc1ccccc1C(O)(C(=O)NN(C)c1ccccc1)c1ccccc1OC,0.2,i,-11,1,-2,-1,11,-3,0
O=C(CCn1c(=O)c2ccccc2n(Cc2cccc([N+](=O)[O-])c2)c1=O)N1CCc2ccccc2C1,0.0,i,87*,1,-13,16,13,3,2
CCOC(=O)N1CCN(S(=O)(=O)c2ccc(C(=O)Nc3nnc(C)o3)cc2)CC1,-0.8,i,-6,-3,-10,-6,15,9,5
O=S(=O)(NCCc1csc(-c2ccccc2)n1)c1cccnc1,0.9,i,-3,3,-3,3,-9,-4,0
CCC(=O)N1Cc2cc(C(=O)Nc3nccs3)nc(-c3cccc(-c4ccccc4OC)c3)c2[C@@H]1CCO,-0.5,i,13,1,-2,11,-1,3,/
CN(CC(=O)Nc1ccccc1Br)C(=O)C1CCN(C(=O)c2ccc(Cl)cc2)CC1,0.5,i,-5,0,-5,-9,9,-2,0
Cc1ccc(NC(=O)CSc2nnc(CNC(=O)c3ccccc3F)o2)cc1Cl,-0.2,i,1,4,-7,-2,10,3,3
Cc1ccccc1S(=O)(=O)N(C)C[C@H]1OCc2cn(nn2)CCCC(=O)N([C@@H](C)CO)C[C@@H]1C,-0.3,i,-11,2,-7,-2,4,-9,5
CN(CC(=O)Nc1c(Cl)cccc1Cl)C(=O)c1ccc2nc[nH]c2c1,2.8,i,-8,0,-2,5,11,-16,-1
CCCc1ccc(Oc2cc(N3CCOCC3)nc(-c3ccccc3)n2)cc1,/,i,36,-2,0,13,-12,-1,2
CCOC(=O)CON1C(=O)C(=O)N(OCC(=O)OCC)C2CCCCC21 (configuration not stated),0.8,i,-6,0,-5,8,2,0,6
Cc1cc(NC(=O)CSc2nnc(-c3ccco3)n2N)no1,0.0,i,-7,-1,-4,-4,9,1,4
Cc1ccc(C(=O)N/C(=C\c2cccc([N+](=O)[O-])c2)C(=O)NCc2ccncc2)cc1,/,i,43,7,-2,-1,-6,-4,-1
CCOC(=O)CN1C(=O)N[C@@H](c2cccc(F)c2)C(C(=O)OC)=C1C,0.2,i,0,4,-2,-11,-2,0,-2
CC(Sc1nn(-c2ccc(Cl)cc2)c(=S)s1)C(=O)NCC1CCCO1 (configuration not stated),3.2,i,12,3,-4,5,9,-10,3
CSc1ccccc1C(=O)NCc1cccnc1,0.0,i,-4,0,-5,0,-3,9,3
CC(C)c1nc2ccccc2c2nnc(SCC(=O)NCc3ccco3)n12,-0.2,i,-2,-1,0,5,1,8,0
CN1CCN(S(=O)(=O)c2cc(Cl)c(Cl)cc2Cl)CC1,-1.4,i,0,-2,-2,-17,1,-11,0
CN(C)C(=O)CCc1ccc2c3c([nH]c2c1)[C@]1(C)[C@@H](C(=O)N2CCCCC2)C[C@H](CC(=O)NCCCn2ccnc2)C(=O)N1CC3,-0.7,i,-9,5,-2,-11,7,6,-7
O=C(CSc1nnc(Cc2cc(=O)[nH]c(=O)[nH]2)n1-c1ccc(Cl)cc1)NC1CCCC1,-0.8,i,-5,-3,-6,10,-8,10,1
COc1ccc(Cl)cc1Nc1nc(NCCO)nc(N2CCCCC2)n1,0.3,i,10,2,-1,16,1,5,1
CS(=O)(=O)N(CC(=O)N1CCN(c2cccc(Cl)c2)CC1)c1ccccc1,0.0,i,6,11,0,11,-11,-10,3
COc1cccc(C2C3=C(N=c4s/c(=C\c5ccc(O)cc5)c(=O)n42)c2ccccc2CC3)c1OC (configuration not stated),0.5,i,4,-9,-7,-8,-30,5,1

# A few values from the results shown:
# FAS TE block with COc1ccc(Cl)cc1Nc1nc(NCCO)nc(N2CCCCC2)n1 reads 10
# FAS TE block with Cc1ccc(C(=O)N/C(=C\c2cccc([N+](=O)[O-])c2)C(=O)NCc2ccncc2)cc1 reads 43
# MsrA inhibitor with CN(C)C(=O)CCc1ccc2c3c([nH]c2c1)[C@]1(C)[C@@H](C(=O)N2CCCCC2)C[C@H](CC(=O)NCCCn2ccnc2)C(=O)N1CC3 reads -0.7
# SKN-1 inh with CS(=O)(=O)N(CC(=O)N1CCN(c2cccc(Cl)c2)CC1)c1ccccc1 reads 11
# MsrA inhibitor with CC(Sc1nn(-c2ccc(Cl)cc2)c(=S)s1)C(=O)NCC1CCCO1 (configuration not stated) reads 3.2

# Other records
SMILES,MsrA inhibitor,Neddylation inh,FAS TE block,MT1-MMP act inh,MsrA act,SKN-1 inh,NRP1-CendR mod,E coli Lon inh,Rin1-Abl PPI inh
CC(=O)Nc1ccc(C(C)=NNC(=O)C2CCCC2)cc1,-0.7,i,-4,2,1,10,0,-1,1
Cc1ccccc1NC(=O)c1ccc(CN2CCc3ccccc3C2)cc1,-0.5,i,2,-3,0,5,3,-4,-3
Cc1occc1C(=O)NC(C)C12CC3CC(CC(C3)C1)C2 (configuration not stated),0.1,i,5,-2,-4,5,-1,5,0
CN(C)CCCNc1nc(N)c([N+](=O)[O-])c(NC2CCCCC2)n1,4.4,i,-3,-4,-2,8,14,6,-2
COC(=O)c1cccc(COC(=O)c2ccc(N(C)C)cc2)c1,-0.3,i,20,1,-4,5,-4,2,2
CCN(CC)CCOC(=O)c1ccc(NC(=O)c2cccc(C)c2[N+](=O)[O-])cc1,-0.4,i,-2,0,-7,3,0,8,3
Cc1cccc(C)c1N=C1C(=O)Nc2ccccc21,-1.7,i,-3,0,-1,-2,19,-1,0
Cc1ccc(NS(=O)(=O)c2cc(NC(=O)C(C)Oc3ccccc3)ccc2C)c(C)c1 (configuration not stated),0.8,i,26,-11,-1,13,2,10,-2
COc1ccc(C2CC(=O)Nc3n[nH]c(-c4ccccc4)c32)cc1OC (configuration not stated),0.3,i,-2,5,-9,-1,5,-1,0
CC(C)NC(=O)c1ccccc1S(=O)c1ccccc1C#N (configuration not stated),-0.7,i,-7,-1,-4,10,-10,-3,2
CCN(C(=O)COC(=O)c1cccc(S(=O)(=O)N(CC)CC)c1)C1CCS(=O)(=O)C1 (configuration not stated),0.1,i,-5,-1,-9,-14,5,-14,2
CC1(C)CC2CC(C)(CN2S(=O)(=O)c2cccc(C(=O)OCC(N)=O)c2)C1 (configuration not stated),-0.1,i,-2,2,0,22,0,1,2
COc1ccc(N2CCN(C(=O)CSc3ncnc4c3cnn4-c3ccccc3C)CC2)cc1,-0.5,i,-5,2,0,-8,4,7,-2
CC(Oc1cc2oc(=O)c3c(c2cc1Cl)CCC3)C(=O)NC1CC(C)(C)NC(C)(C)C1 (configuration not stated),1.2,i,-3,2,-1,0,6,-7,0
Cc1ccc2nc(-c3cccnc3)cc(C(=O)Nc3ccc(F)cc3C)c2c1,-1.3,i,0,5,-4,13,-10,3,-1
CCOC(=O)c1nnn(-c2nonc2N)c1-c1ccc(OCC)cc1,-0.5,i,1,16,-14,0,8,9,-4
Cc1cccc(NC(=O)C2CCN(S(=O)(=O)c3ccc4ccccc4c3)CC2)n1,-0.8,i,22,4,-7,-13,10,-10,4
CCC(=O)Nc1ccc(N2CCCCC2)cc1,-0.1,i,-6,4,-8,-8,-4,-6,-1
CCOC(=O)C1Oc2ccccc2C(c2ccc(C)cc2)=C1C(=O)OC (configuration not stated),-0.3,i,17,-2,-1,-8,10,2,-2
COc1ccc(C(=O)OCC(=O)Nc2ccc(N3CCOCC3)cc2)cc1,0.1,i,-8,1,-1,-2,-1,2,-3
CCCNc1nc(C)cc(-c2cc(-c3ccc(Cl)cc3)on2)n1,-0.7,i,-5,1,-4,3,7,1,0
